BoNT A protease = inhibitors of Botulinum neurotoxin A light chain protease | multiplex microsphere protease substrate cleavage, flow cytometry | inhibition, % at 10 µM | 360,000 tested, 0.17% active; note: plate controls were buffer without enzyme for full effect and enzyme alone for no effect
PriA SSB inh = inhibitors of Klebsiella pneumoniae PriA binding to SSB C-terminal tail; AlphaScreen SSBct-PriA binding, biotinylated peptide; inhibition, % at 33 µM; 430,000 tested, 0.6% active; AID 1272365; in the data active = inhibition mostly above about 37%, no sharp cut-off; inactive = mostly below about 20%;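 note: plate controls were negative control peptide for no effect and reference peptide for full effect; strong numbers were not always called active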
TcdB GH inh = TcdB glycohydrolase inhibition; inhibition, % at 9.99 µM; P18177; 350,000 tested, 0.24% active; AID 652162; TcdB glycohydrolase enzymatic assay, plate reader; in the data active = inhibition above about 10%
Vc quorum ag = induces V. cholerae light production without autoinducers; V. cholerae BH1578 lux reporter, luminescence, 6 h; activation, % at 18.7 µM; 350,000 tested, 0.16% active; AID 588436; in the data active = activation mostly above about 9.7%, no sharp cut-off; inconclusive = no clear call, values can overlap the other calls; inactive = mostly below about 3.7%; note: not every result past the cut was called active; inactives centre near 0; reference of the scale not given here
SARS 3CLpro inh = SARS-CoV 3CLpro protease inhibition. 290,000 tested, 0.14% active. AID 1706. P0C6X7. inhibition, % at 6 µM. recombinant SARS-CoV 3CLpro, quenched FRET peptide cleavage; in the data active = inhibition above about 12%
CCHF vOTU inh = CCHFV vOTU protease inhibition. Pep-AMC fluorescence. inhibition, % at 11.5 µM. 370,000 tested, 0.55% active. AID 651958; in the data active = inhibition above about 30%; note: 0% = vehicle wells with enzyme and 100% = no enzyme wells
Anthrax LF prot = blocks Bacillus anthracis lethal factor protease; inhibition, % at 10 µM; AID 588501; multiplex microsphere protease cleavage assay, LF; 360,000 tested, 0.12% active; P15917; note: plate controls were buffer without enzyme for full effect and enzyme alone for no effect
Target sequence (P15917 whole entry, looked up): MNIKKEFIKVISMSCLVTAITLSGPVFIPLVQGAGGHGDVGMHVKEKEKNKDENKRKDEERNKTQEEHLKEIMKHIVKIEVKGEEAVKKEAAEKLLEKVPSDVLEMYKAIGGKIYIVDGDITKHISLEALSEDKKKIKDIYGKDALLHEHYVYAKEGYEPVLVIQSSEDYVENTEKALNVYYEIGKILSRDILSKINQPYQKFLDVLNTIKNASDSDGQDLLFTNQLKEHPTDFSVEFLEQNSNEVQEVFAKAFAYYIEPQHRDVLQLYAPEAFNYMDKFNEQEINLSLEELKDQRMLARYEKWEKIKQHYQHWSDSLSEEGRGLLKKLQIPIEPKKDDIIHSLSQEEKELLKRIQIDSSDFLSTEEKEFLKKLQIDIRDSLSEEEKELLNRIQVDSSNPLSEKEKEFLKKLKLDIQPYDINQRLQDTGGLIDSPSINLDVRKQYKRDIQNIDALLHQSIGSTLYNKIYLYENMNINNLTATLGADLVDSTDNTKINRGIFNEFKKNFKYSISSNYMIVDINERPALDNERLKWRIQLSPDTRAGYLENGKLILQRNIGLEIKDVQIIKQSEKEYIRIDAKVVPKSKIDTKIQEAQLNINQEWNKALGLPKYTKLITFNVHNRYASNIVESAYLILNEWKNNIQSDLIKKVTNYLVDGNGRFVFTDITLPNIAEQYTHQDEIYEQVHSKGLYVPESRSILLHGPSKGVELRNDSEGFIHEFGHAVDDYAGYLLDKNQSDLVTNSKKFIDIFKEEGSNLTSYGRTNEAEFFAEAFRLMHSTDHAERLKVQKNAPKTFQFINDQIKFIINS
Y pestis TopoI = blocks Yersinia pestis topoisomerase I activity | AID 504884 | 360,000 tested, 0.064% active | activity, % at 10 µM | Y. pestis Topo-I cleavage product accumulation, plate reader; in the data active = activity above about 50%, passing the limit was not always enough; inconclusive = no clear call, values can overlap the other calls; note: inactives centre near 2
PfHsp40 rescue = restores yeast growth despite PfHsp40 toxicity; S. cerevisiae expressing PfHsp40, growth rescue, ATP luminescence; growth rescue, % at 12.5 µM; 340,000 tested, 0.68% active; AID 504582; in the data active = growth rescue above about 28%, passing the limit was not always enough; inconclusive = no clear call, values can overlap the other calls;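 note: yeast W303a lacking pdr1 and pdr3 grown in galactose medium; growth measured after three days at 30 °C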
VHR inh abs = DUSP3 (human) phosphatase inhibition; P51452; inhibition, % at 13.3 µM; 290,000 tested, 0.52% active; recombinant VHR phosphatase, pNPP absorbance; AID 1654; in the data active = inhibition above about 50%; note: some compounds called inactive have numbers as strong as hits
Target sequence (P51452 whole entry, looked up): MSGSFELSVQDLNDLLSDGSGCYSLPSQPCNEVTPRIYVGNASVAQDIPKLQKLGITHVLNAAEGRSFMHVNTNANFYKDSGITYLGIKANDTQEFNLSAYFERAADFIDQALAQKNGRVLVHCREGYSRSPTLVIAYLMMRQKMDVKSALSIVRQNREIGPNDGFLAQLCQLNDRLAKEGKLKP
* marks the source's active call; other numbers are inactive results; i = inactive; ? = inconclusive; / = not tested or not shown. Cut-off read from the data, not from the text of the source, unless noted: active = inhibition above about 30%; inconclusive = no clear call, values can overlap the other calls; inactive = below that. An excerpt. The share of hits here may be higher or lower than overall.

The line under a structure holds: BoNT A protease	PriA SSB inh	TcdB GH inh	Vc quorum ag	SARS 3CLpro inh	CCHF vOTU inh	Anthrax LF prot	Y pestis TopoI	PfHsp40 rescue	VHR inh abs
COC(=O)c1ccc(COc2cccc(C)c2C)cc1
    -1.1	-15	-1.1	0.9	-3	19	2	6	-1.1	17
CCCNC(=O)C(=O)Nc1ccc(N(C)C)cc1
    -0.5	-4	/	2.6	-7	21	2	-7	-0.4	13
Cc1ccccc1OCC(=O)Nc1ccccc1-c1ccccc1NC(=O)COc1ccccc1C
    -0.7	-27	/	-1.0	-1	11	-2	7	0.1	-6
C#CCOCCOCCOCCNc1nc(N2CCN(C(=O)Cn3cc(CCCN=C(N)N)nn3)CC2)nc(N2CCN(C(=O)[C@H]([C@@H](C)CC)n3cc(CCCCN)nn3)CC2)n1
    -0.6	-8	0.4	-2.2	/	4	2	-4	2.1	/
O=C(Cc1c[nH]c2ccccc12)Nc1ccc(N2CCOCC2)cc1
    0.7	-1	1.9	i	0	1	0	2	-1.1	17
COc1cccc2sc(Nc3nc(C)c(C(C)=O)s3)nc12
    1.0	-25	/	i	-4	2	-1	31	0.1	-9
N#CC(c1ccccc1)N(CCCCl)C(=O)c1ccc(Br)cc1 (stereo unspecified)
    0.4	-8	1.9	-0.3	5	1	-1	19	4.6	-10
O=C(NC1CCCC1)c1ccc(CSc2nc3ccncc3n2Cc2ccc(F)cc2)cc1
    0.3	1	-0.1	-0.3	-2	2	3	27	-0.9	8
CN(C)CCNC(=O)c1cccc(-c2cnc3c(NC=O)cc(-c4ccc(S(C)(=O)=O)cc4)cn23)c1
    -0.2	/	-7.0	i	/	12	-5	-5	/	/
CCOC(=O)c1ccccc1N/C=C1\CCCCC1=O
    -1.2	/	1.3	i	2	-4	-2	-1	0.5	30
C=CCn1c(SCC(=O)c2c(N)n(C)c(=O)n(C)c2=O)nnc1-c1ccccc1F
    1.0	-5	4.2	-0.2	-1	10	-5	4	1.0	13
Cc1nc2ccccc2c2oc(C(=O)Nc3ccc4c(c3)OCCO4)cc12
    -0.1	-11	-4.3	-0.2	-1	-3	-4	20	0.1	25
O=C(c1cccc(N2C(=O)C3C4C=CC(C4)C3C2=O)c1)N1CCN(c2ccccc2F)CC1 (stereo unspecified)
    -0.9	1	1.4	i	1	15	1	8	0.4	12
COc1ccc(-c2noc3c2-c2nc(-c4cccc(C)c4)sc2CC3)cc1
    -0.1	0	1.6	i	9	-3	4	1	-0.3	13
CC(=O)C1=C(O)C(=O)N(CCN(C)C)C1c1ccc(Cl)cc1 (stereo unspecified)
    -2.7	-15	/	i	-4	5	-2	2	-0.5	15
O=S(=O)(c1ccccc1)c1nc(-c2cccs2)oc1NCc1cccnc1
    -1.7	2	0.6	6.2	/	9	-5	21	-0.6	/
CC1CCCN(S(=O)(=O)c2ccc3c(c2)CCN3C(=O)C2CCC2)C1 (stereo unspecified)
    -0.1	-15	/	7.7	-3	1	-3	3	0.5	-4
CCOc1ccc(C2NC(=S)NC3=C2CCc2ccccc23)cc1 (stereo unspecified)
    -2.0	12	1.1	-0.9	2	-2	-12	11	5.3	14
CNC(=S)N(CCc1c(C)[nH]c2ccc(F)cc12)Cc1cccnc1
    -4.9	0	-0.1	i	-3	12	3	5	-0.1	6
COCCN(C(=O)COC(=O)c1ccccc1Cc1ccccc1)c1c(N)n(Cc2ccccc2)c(=O)[nH]c1=O
    /	10	-0.6	-1.4	/	2	/	14	-0.1	/
Cc1ccc(Cn2nc(C)cc2C(=O)Nc2ccccc2Cl)cc1
    -0.2	-2	1.5	-0.4	0	-4	6	19	0.0	38
CC(C)C[C@H]1CN([C@@H](CC(C)C)CN2CCC[C@H]2CN2C(=O)C(=O)NC[C@@H]2Cc2ccc(O)cc2)C(=O)C(=O)N1CCc1ccccc1
    -0.3	/	1.2	/	/	17	-1	/	/	/
CC(=O)N(O)CCCCCNC(=O)CCC(=O)N(O)CCCCCNC(=O)CCC(=O)N(O)CCCCCNC(=O)CCC(=O)O
    -0.1	-13	0.5	20	/	1	-9	0	0.6	/
Cc1cc(C)n(S(=O)(=O)c2ccc(C)c(C)c2C)n1
    -1.0	-10	/	-5.0	0	-2	1	-1	-1.2	-19
CC(C)C(=O)N1CCN(C2=NS(=O)(=O)c3ccccc32)CC1
    0.1	-5	/	-2.0	0	1	3	0	-0.9	7
COc1ccc(NC(=O)C(c2ccccc2)N(C)C(=O)c2ccc(=O)[nH]c2)cc1 (stereo unspecified)
    0.2	-3	-1.0	1.8	1	0	1	-4	-1.0	-2
CSc1ccc(S(=O)(=O)NCCCOC(C)C)cc1
    -0.5	-17	/	i	4	/	4	0	1.0	10
CCCCN1C(=O)C(CC(=O)NC(c2ccccc2)c2ccccc2)CC(C(=O)N2CCOCC2)=C1C (stereo unspecified)
    -0.8	/	1.3	1.1	/	8	-1	0	/	/
CCOc1ccccc1NC(=O)N1CCCC1C(=O)Nc1ccc(-n2cnnn2)c(C)c1 (stereo unspecified)
    -1.2	-9	/	i	-7	9	-3	0	-0.3	-29
Cc1ccc(Sc2cc(N3CCOCC3)nc(-c3ccccc3)n2)cc1
    -0.6	-4	/	-12	0	13	-12	15	0.4	23

Additional compounds
The line under a structure holds: BoNT A protease	PriA SSB inh	TcdB GH inh	Vc quorum ag	SARS 3CLpro inh	CCHF vOTU inh	Anthrax LF prot	Y pestis TopoI	PfHsp40 rescue	VHR inh abs
COc1ccc(NC(=O)c2ccc(N3C(=O)C4CC=C(Cl)CC4C3=O)cc2)cc1 (stereo unspecified)
    -3.4	-13	-2.9	-0.7	2	-10	11	-7	-0.5	56*
Cc1cccc(-n2c(Cn3nc(C)c([N+](=O)[O-])c3C)n[nH]c2=S)c1
    -0.3	-4	/	12	-4	-8	1	-4	1.6	30
Cc1c(N=Cc2ccc(Br)s2)cccc1[N+](=O)[O-]
    -0.2	-8	/	-0.4	1	-5	0	-14	-0.5	4
C=CCn1c(Cc2cccs2)nnc1SC/C=C/c1ccccc1
    0.5	6	/	i	1	2	-5	49	0.3	-2
CCCNC(=O)C1(C)CCCN(Cc2ccc(C#N)cc2)C1 (stereo unspecified)
    -1.2	/	-0.1	-9.5	/	8	0	8	/	/
C=CCC1NS(=O)(=O)OC(CCc2ccccc2)C1O (stereo unspecified)
    -0.1	-2	2.3	i	-6	1	6	9	-1.8	5
COCCn1c(C)cc(C(=O)Cn2nc(C(=O)O)c3ccccc3c2=O)c1C
    -1.0	2	-1.0	-0.3	-4	-7	-4	22	-0.4	-1
Cc1cc(C)c(CN2CCN(Cc3ccc(C)o3)C(CCO)C2)c(-n2cccn2)c1 (stereo unspecified)
    0.1	5	-0.5	i	-3	0	-3	17	1.9	-4
COCCNC(=O)C(=O)NCC1OCCCN1S(=O)(=O)c1cccs1 (stereo unspecified)
    0.6	1	/	-0.3	0	3	2	-3	0.1	3
CC1c2cc3c(cc2CCN1S(=O)(=O)c1ccccc1)OCCCO3 (stereo unspecified)
    -2.1	-7	1.1	-0.2	8	-2	-2	11	0.2	14
CCc1nnc2c(N(C)C)nc3ccccc3n12
    -0.4	-10	0.1	i	0	4	-1	-5	-1.0	-5
COC(=O)c1sc(S(=O)(=O)Oc2ccccc2NC(C)=O)c(C(=O)OC)c1C
    0.3	-2	0.8	i	/	13	0	-7	0.0	/
CC(C)(C)OC(=O)NCCCC[C@H](NC(=O)c1[nH]cnc1C(=O)N[C@@H](Cc1ccccc1)C(=O)OCc1ccccc1)C(=O)OC(C)(C)C
    -0.1	-4	1.3	-0.4	/	31*	-1	38	0.6	/
Cc1nn(-c2ccccc2)c(C)c1-c1cc(C(=O)N/N=C/c2ccc(O)cc2)[nH]n1
    /	/	2.9	-0.9	1	10	/	-8	0.4	20
CC1=C(C(=O)Nc2ccccn2)C(c2ccc(Br)cc2)NC(=S)N1 (stereo unspecified)
    -0.2	9	/	-0.2	-2	-1	-1	-3	-2.1	15
O=C(N[C@@H]1c2ccccc2CC[C@@H]1OCc1ccccc1)c1ccc(C(F)(F)F)cc1
    0.1	-7	-1.3	i	/	-2	-3	2	-1.6	/
O=C(NCCCN1CCCC1=O)c1ccc(S(=O)(=O)Nc2cccc(C(F)(F)F)c2)cc1
    /	/	1.3	-1.8	/	2	/	4	-0.5	/
CC(C)N(C(=O)N1CCN(c2ccnc3cc(Cl)ccc23)CC1)C(C)C
    0.6	-6	1.8	i	7	17	5	30	0.2	-29
Cc1ccc(NC(=O)C2CC(=O)n3c(nc4ccccc43)N2)cc1C (stereo unspecified)
    1.8	0	-3.2	i	9	-4	-2	-1	0.0	0
Cc1cc(C)c2cccc(N)c2n1
    0.5	4	0.2	-0.3	-6	-2	-2	2	-1.1	4
CCOC(=O)c1ccc(NC(=O)CSc2nc3c(c(=O)n2C)SC(C)C3)cc1 (stereo unspecified)
    0.3	-10	-0.2	-0.2	-1	7	-8	25	-1.1	8
COc1cc(NC(=O)CCCNC(=O)c2ccc(Cl)cc2)cc(OC)c1
    -0.7	12	0.2	-0.8	6	-18	-1	-7	-0.4	9
CC(C)NC(=O)c1ccccc1-c1nc(-c2ccccc2Cl)no1
    -0.2	-2	/	0.6	-3	2	-1	-12	0.8	-12
O=C1c2ccccc2C(=O)N1c1ccc(Cc2ccncc2)cc1
    ?	2	-0.1	-0.6	-1	-5	13	-5	-1.2	9
N#C[C@]1(S(=O)(=O)c2ccccc2)C[C@@H]2ON=C(c3cccc(Br)c3)[C@@H]2C1
    -0.3	1	2.2	-0.4	9	15	-9	-3	0.5	17
CC(C)(C)c1ccc(/C=C(\C#N)C(=O)NC2CC2)cc1
    -0.9	3	4.6	-0.8	/	3	-6	13	/	/

Reformatted: entries from further up
structure	BoNT A protease	PriA SSB inh	TcdB GH inh	Vc quorum ag	SARS 3CLpro inh	CCHF vOTU inh	Anthrax LF prot	Y pestis TopoI	PfHsp40 rescue	VHR inh abs
Cc1nn(-c2ccccc2)c(C)c1-c1cc(C(=O)N/N=C/c2ccc(O)cc2)[nH]n1	/	/	2.9	-0.9	1	10	/	-8	0.4	20
CC1=C(C(=O)Nc2ccccn2)C(c2ccc(Br)cc2)NC(=S)N1 (stereo unspecified)	-0.2	9	/	-0.2	-2	-1	-1	-3	-2.1	15

Assay outcomes (PubChem BioAssay)
